# PREPL inhibitor = PREPL enzyme inhibitors, primary screen, biochemical, fluorescence polarization | recombinant PREPL, fluorescence polarization activity-based probe | inhibition, % at 5.96 µM | 320,000 compounds, 0.68% hits | AID 2751, 2010; in the data active = inhibition above about 43%;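 note: 0% = enzyme with DMSO and 100% = wells lacking enzyme; many of its hits are not listed in these tables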
# GASC-1 inh = inhibitors of GASC-1 histone demethylase, primary screen, biochemical, fluorescence, DELFIA europium | GST-JMJD2C(1-420) H3K9me3 demethylation | inhibition, % at 2.35 µM | 330,000 compounds, 0.069% hits | AID 2099, 2009;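 active = more than half of a compound's replicate wells show inhibition beyond 50%, single wells judged on their own value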;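 note: signal counts dimethyl H3K9 product captured on neutravidin plate; 0% = median of DMSO wells and 100% = 0.3 times that DMSO median; strong numbers were not always called active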
# LYPLA2 counter = LYPLA2 inhibitors, primary screen, counter-screen for PME1 inhibitor project, biochemical, fluorescence polarization, FP-Rh probe ABPP. recombinant LYPLA2. inhibition, % at 5.9 µM. 320,000 compounds, 0.38% hits. AID 2177, 2009;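 active = inhibition above the screen-wide mean plus 3 SD, limit set per campaign, cut at about 26% in these data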;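 note: 0% = LYPLA2 with DMSO and 100% = wells lacking LYPLA2 enzyme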
# Target sequence (O95372 whole entry, looked up): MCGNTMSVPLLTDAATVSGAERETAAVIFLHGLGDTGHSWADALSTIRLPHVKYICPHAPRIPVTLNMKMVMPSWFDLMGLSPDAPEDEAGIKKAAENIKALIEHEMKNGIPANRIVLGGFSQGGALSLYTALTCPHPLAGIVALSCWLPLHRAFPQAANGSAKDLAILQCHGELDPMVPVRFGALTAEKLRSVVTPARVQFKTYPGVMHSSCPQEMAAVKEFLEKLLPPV
# Fh CTSL1 inh = Fasciola hepatica cathepsin L1 inhibitors, primary screen, counter-screen for PFM18AAP inhibitor project, biochemical, QFRET, fluorogenic peptide substrate; recombinant F. hepatica cathepsin L1, Z-Leu-Arg-MCA fluorescence; inhibition, % at 5.96 µM; 300,000 compounds, 0.49% hits; AID 1906, 2009;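 active = inhibition above the mean of all tested compounds plus 3 SD, set per screening campaign, cut at about 17% in these data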;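 note: 0% = plate median of test compound wells and 100% = 1 µM Z-Phe-Ala-diazomethylketone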
# Efflux pump mplx = inhibitors of Candida efflux pumps in yeast, primary screen, S. cerevisiae, Nile Red, multiplex. 330,000 compounds, 0.44% hits. inhibition, % at 10 µM. S. cerevisiae Candida pump triplex;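 active = plate passing quality check with inhibition over a set limit, or well fluorescence over plate mean plus 4 SD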;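 note: Nile Red retained in pooled yeast measured as flow cytometry median fluorescence; 0% = buffer negative control and 100% = Enniatin B positive control; higher means more Nile Red kept so more efflux inhibition; some compounds called inactive have numbers as strong as hits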
# HCV core dimer = inhibitors of HCV core protein dimerization, primary screen, biochemical, TR-FRET, high-throughput; inhibition, % at 5 µM; AID 1899, 2009; TR-FRET GST/Flag-core106 dimerization, 1536-well; 300,000 compounds, 0.33% hits;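 active = inhibition above the mean of all tested compounds plus 3 SD, set per screening campaign, cut at about 45% in these data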
#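 Material: GST/Flag-tagged HCV core106 proteins. Incubation: 4 h, 22.5 °C incubation. Read-out basis: inhibition (%) from 671 over 617 nm ratio. Measured by: TR-FRET, excitation 340 nm, emission 617 and 671 nm.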
# PP5 inh = PP5 phosphatase inhibitors, primary screen, biochemical, fluorescence | Serine/threonine-protein phosphatase 5 (Homo sapiens), P53041 | purified PP5c, OMFP substrate fluorescence | inhibition, % at 6.7 µM | 320,000 compounds, 0.18% hits | AID 1987, 2009;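 active = inhibition above the campaign's mean inhibition across all tested compounds plus 3 SD, cut at about 9.5% in these data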;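 note: 0% = DMSO only and 100% = 100 µM cantharidin control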
# Target sequence (P53041 whole entry, looked up): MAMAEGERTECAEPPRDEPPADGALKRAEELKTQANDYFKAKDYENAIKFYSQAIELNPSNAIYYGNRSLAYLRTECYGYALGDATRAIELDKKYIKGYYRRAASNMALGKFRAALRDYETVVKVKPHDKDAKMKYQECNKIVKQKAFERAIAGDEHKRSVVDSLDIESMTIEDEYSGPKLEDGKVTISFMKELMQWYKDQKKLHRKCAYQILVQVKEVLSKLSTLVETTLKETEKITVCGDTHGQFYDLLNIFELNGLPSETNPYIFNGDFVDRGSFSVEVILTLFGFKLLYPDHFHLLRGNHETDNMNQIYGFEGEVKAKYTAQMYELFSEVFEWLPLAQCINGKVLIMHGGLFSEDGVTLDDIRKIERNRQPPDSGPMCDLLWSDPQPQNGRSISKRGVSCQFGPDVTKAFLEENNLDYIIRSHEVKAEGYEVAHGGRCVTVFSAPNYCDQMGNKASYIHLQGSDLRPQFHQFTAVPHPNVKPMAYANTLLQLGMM
# PP1 inh = PP1-alpha phosphatase inhibitors, primary screen, counter-screen for PP5 inhibitor project, biochemical, fluorescence, OMFP substrate, single point. purified PP1alpha. inhibition, % at 6.7 µM. AID 2235, 2010. 320,000 compounds, 0.9% hits;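 active = inhibition above the mean inhibition of all tested compounds plus 3 SD, computed separately for each screening campaign, cut at about 15% in these data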
# Target sequence (P62136 whole entry, looked up): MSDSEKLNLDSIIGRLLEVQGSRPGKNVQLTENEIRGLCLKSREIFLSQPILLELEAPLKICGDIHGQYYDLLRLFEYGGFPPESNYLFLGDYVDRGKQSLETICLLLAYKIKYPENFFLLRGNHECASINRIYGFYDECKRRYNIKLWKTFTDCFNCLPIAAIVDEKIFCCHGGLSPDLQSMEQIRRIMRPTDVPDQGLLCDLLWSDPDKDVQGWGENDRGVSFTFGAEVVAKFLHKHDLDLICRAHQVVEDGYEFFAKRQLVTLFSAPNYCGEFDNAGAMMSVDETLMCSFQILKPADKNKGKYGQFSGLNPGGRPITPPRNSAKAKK
# TPT1 inh = Candida albicans TPT1 enzyme inhibitors, primary screen, biochemical, fluorescence polarization; tRNA 2'-phosphotransferase TPT1 (Candida albicans SC5314); recombinant caTPT1, FP RNA substrate dephosphorylation; inhibition, % at 5 µM; 300,000 compounds, 0.81% hits; AID 1962, 2009;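 active = inhibition above the mean of all tested compounds plus 3 SD, set per screening campaign, cut at about 24% in these data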;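 note: plate controls were DMSO alone for no effect and ferristatin control at 100 nM for full effect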
# Starred values were filed as active, the others as inactive; · = no result given; & = joins results of further samples.
SMILES,PREPL inhibitor,GASC-1 inh,LYPLA2 counter,Fh CTSL1 inh,Efflux pump mplx,HCV core dimer,PP5 inh,PP1 inh,TPT1 inh
COc1cc(/C=C/CN2CCN(Cc3ccc(C)o3)C(CCO)C2)ccc1O (stereo not given),6.7,0.7,14.0,-0.8,-0.1,-2.7,-1.9,-5.5,0.5
CC(C)(C)NC(=O)Cn1c(=O)n(CC(=O)NC(C)(C)C)c2ccccc21,19.6,-19.9,1.7,3.4,-0.1,-1.4,-2.0,-2.8,-0.4
CN(CC(=O)Nc1ccccc1Cl)C(=O)COC(=O)C1CC1,-2.1,-5.7,-5.6,-2.2,0.1,-2.1,-2.0,-6.7,0.3
Cc1cc(NC(=O)CCC(=O)N(Cc2ccco2)C(C)(C)C(=O)NC2CCCCC2)no1,3.8,0.9,-5.4,-1.6,0.2,2.2,1.7,-2.5,1.2
O=C(Nc1ccccc1)c1ccccc1O,0.8,-3.2,2.3,-2.7,0.0,2.4,0.4,1.8,0.2
CCOc1ccc(N2CC(C(=O)Nc3ccc(S(=O)(=O)N4CCCC4)cc3)CC2=O)cc1 (stereo not given),8.2,23.4,13.4,4.5,-0.1,3.2,3.6,-4.6,1.8
COc1ccc(Oc2ccc(NC(=O)c3ccccc3C)cc2)cc1,5.6,4.9,1.0,-1.0,0.1,1.7,5.4,-0.7,0.4
c1ccc(-n2cnnc2SCc2cn3cccnc3n2)cc1,-0.6,5.9,3.0,-3.9,0.0,-1.1,0.5,-0.4,2.8
CC(Oc1ccc(Br)cc1)C(=O)NC1CCN(Cc2ccccc2)CC1 (stereo not given),2.9,2.3,6.6,-5.8,0.1,1.5,0.8,-3.9,-6.0
O=c1cc(CN2CC(O)Cc3ccc4ccccc4c32)nc2sccn12 (stereo not given),9.1,-23.6,1.6,-0.3,0.1,-2.8,0.6,-3.1,-0.7
CCN(CC)c1ccc2cc(-c3nc(-c4ccc(OC)cc4)cs3)c(=O)oc2c1,3.2,·,-6.0,-0.5,6.0*,28.4,-26.9,-26.9,-12.1
COC(=O)C1CC(O)CN1S(=O)(=O)c1cccs1 (stereo not given),7.0,20.2,1.8,-3.4,0.3,-6.7,3.6,-0.6,2.7
Cc1cc(C)nc(SCc2ccc3nonc3c2)n1,18.5,5.1,5.3,9.3,-0.1,2.0,-0.3,-4.0,-4.3
C=CCN(CC=C)CCCOc1ccc(Br)cc1Cl,6.4,4.5,6.5,-3.1,-0.1,-4.9,2.1,-3.6,-1.2
COc1ccc(-c2csc3ncn(-c4ccc(C)cc4)c(=O)c23)cc1OC,0.2,10.3,0.0,-0.1,0.0,7.7,-1.6,1.2,0.2
O=C1CC(C(=O)Nc2ccccc2)N=C(N2CCOCC2)N1 (stereo not given),7.4,-3.1,8.2,2.6,0.0,1.8,-2.0,-3.9,-4.6
CCOc1cc(CNCCO)cc(Br)c1OCc1ccc(Cl)cc1Cl,-49.9,-13.4,2.8,-1.9,0.0,-13.8,2.8,7.3,-1.4
Cc1cc(C)n2nc(C(=O)OCC(=O)Nc3ccc(F)cc3F)nc2n1,-0.7,4.6,0.5,-2.8,0.0,2.0,-2.0,-1.2,1.0
CCOC(=O)N1CCN(C(=O)CCNS(=O)(=O)c2ccc(C)c(C)c2)CC1,-0.1,-10.8,8.0,6.8,0.1,-0.5,-0.2,-4.0,-1.0
Cc1csc(=Nc2cccnc2)n1CC1CCCCC1,13.2,2.0,6.5,5.4,0.1,2.4,2.8,-0.3,-1.9
COc1ccc(-c2c3c(=O)n(C)c(=O)n(C)c3cn2N2CCOCC2)cc1,6.6,20.0,7.2,-1.3,0.0,-2.1,0.1,0.4,-3.0
CC1(c2nnc(-c3ccc(Cl)cc3)o2)CC(c2c(Cl)cccc2Cl)=NO1 (stereo not given),-34.6,-4.4,-7.7,-1.0,0.0,10.1,2.8,3.2,-2.4
COc1ccc(-n2c(SCCC#N)nnc2-c2cc(Cl)ccc2OC)cc1Cl,-2.1,-29.5,6.0,1.2,0.1,13.8,3.6,-0.5,5.2
COc1ccc(C2C(C(=O)c3ccco3)=C(O)C(=O)N2CCCn2ccnc2)c(OC)c1 (stereo not given),12.5,-8.6,2.2,3.4,-0.4,-17.1,2.2,-2.6,-0.3
O=C1NC(=O)/C(=C\c2ccc(OCc3cccc(C(=O)O)c3)c(Cl)c2)N1,-5.5,-19.5,2.5,-1.3,-0.3,-4.8,-2.9,-0.7,-2.1
S=C(Nc1ccc(Br)cc1Cl)N1CCN(c2ccccn2)CC1,-7.2,-28.0,-3.0,-1.4,0.2,-2.0,0.9,4.1,-0.6
Cn1nnc2c(N3CCCCC3)nccc21,-5.2,6.3,1.5,-3.4,-0.2,-5.2,0.3,0.0,-5.8
COc1ccccc1N1CCN(C(c2ccccc2)c2nnnn2CCc2ccccc2)CC1 (stereo not given),11.2,-5.0,-1.5,2.1,0.1,18.1,4.6,5.0,0.3
O=C(Nc1ccc(Br)cc1)c1ccc2ncsc2c1,2.8,-1.0,-12.4,-1.7,-0.2,2.5,4.7,-1.6,1.3
CCN(CC)CCCn1c2c(c(SCC(=O)N3CCc4ccccc43)nc1=O)CCC2,9.9,5.3,-3.7,0.9,0.1,1.3,-3.3,-0.5,-0.8
CCCn1cc(S(=O)(=O)c2ccc(C)cc2)c(=O)c2cc(OCC)ccc21,0.3,-2.6,-0.4,3.4,-0.3,7.0,-1.8,-3.6,-1.1
CC1=C(C(=O)OCC(C)C)C(c2ccsc2)NC(=O)N1 (stereo not given),1.9,-2.9,-7.2,3.4,0.0,9.0,-0.1,6.8,-2.1
CCOC(=O)CC(NC(=O)Cc1cccs1)c1ccccc1Cl (stereo not given),-4.9,1.7,8.4,2.0,-0.1,7.0,1.3,1.2,-0.7
COc1ccc(CCNC(=O)COc2cc(O)c3c(c2)OC(C)(C)CC3=O)cc1OC,2.6,-5.9,1.3,-1.1,-0.1,10.2,0.4,-4.7,-5.6
Cc1sc2ncnc(N[C@@H](CCC(=O)O)C(=O)O)c2c1C,-9.3,8.7,-7.2,1.4,0.0,-4.0,-1.4,-0.9,1.1
COc1ccccc1C(=O)NCCNC(=O)c1ccc(C)nc1,-0.9,4.4,3.5,-1.7,0.0,-2.6,0.1,2.3,-4.3
CCOc1ccc(N2C(=O)CC(N3CCN(c4ccccc4OC)CC3)C2=O)cc1 (stereo not given),-1.5,-2.3,6.7,-0.7,0.3,1.0,3.4,1.9,3.5
NC(=O)CSc1nnnn1-c1ccc2c(c1)OCCO2,4.2,0.4,-2.8,-4.0,0.1,-4.8,-0.7,-5.4,-0.3
CC(C)(C)c1ccc(Cn2nnc3c(=O)[nH]c(C4CCN(C(=O)Cc5cccs5)CC4)nc32)cc1,2.0,-10.9&9.7,26.8*,1.9,0.1,22.2,5.2,11.8,2.9
C=CCNc1ccc(N2C(=O)C3CCC(C)CC3C2=O)cc1[N+](=O)[O-] (stereo not given),4.1,-0.1,2.0,3.6,-0.1,-3.3,0.0,0.0,-1.9
COc1cccc(-c2nnc(-c3ccc(C(F)(F)F)cc3)o2)c1,-3.4,-0.6,-2.9,0.3,0.0,3.1,2.7,-0.7,-0.3
Cc1ccc(NNC(=O)c2cc(C)on2)c(C)c1,-2.8,-4.1,5.3,-2.0,-0.1,-2.0,-2.8,-4.7,-2.1
C#CCOCCOCCOCCNc1nc(N2CCN(C(=O)[C@H](Cc3ccc(O)cc3)n3cc(C(N)CC(C)C)nn3)CC2)nc(N2CCN(C(=O)[C@H](CCC(=O)O)n3cc(C(N)[C@H](C)CC)nn3)CC2)n1 (stereo not given in full),-6.2,-3.9,-3.6,-0.1,0.2,-11.7,3.5,-0.4,2.2
COc1cccc(CNc2nc(SC)ncc2CO)c1,-9.4,-2.3,0.8,-3.0,-0.1,1.7,0.9,-0.2,2.5
CCOC(=O)/C(C#N)=C(C)/C=C1\Sc2ccccc2N1CC,4.5,6.4,12.6,6.5,-0.1,-12.6,3.1,-2.7,48.8*
Cc1nnc(SCC(=O)NC23CC4CC(CC(C4)C2)C3)s1,4.8,-3.9,9.0,0.8,0.0,-2.4,-3.7,0.8,-0.8
CCN(Cc1ccncc1)C(=O)c1cc(COc2ccc(F)cc2F)on1,3.2,-5.5,5.9,1.9,-0.1,-9.6,1.3,-1.8,-3.1
CCOc1ccccc1NC(=O)Nc1ccc2c(c1)CCC2,11.8,-4.2,0.9,6.0,0.0,4.8,2.7,-0.4,0.8
Cc1ccc(C)c(-c2nnc(NC(=O)Cc3ccc(F)cc3)o2)c1,-5.9,8.2,-3.3,11.3,0.3,-13.2,1.2,-3.5,-3.3
CN(C)S(=O)(=O)c1ccc(C(=O)OCn2nnc3ccccc3c2=O)cc1,-26.9,-3.2,1.3,-22.9,0.0,13.9,0.7,-1.4,0.8
CCn1c(=O)ccc2cc([N+](=O)[O-])ccc21,-4.6,21.3,4.8,-2.0,0.2,-2.0,0.6,-0.1,2.6
COc1ccc(S(=O)(=O)N(C)c2ccc(C(=O)NCc3ccccn3)cc2)cc1OC,0.8,-5.6,-3.1,-5.0,-0.3,-4.5,0.1,0.2,2.1
CC1=C(C)CC(C(=O)Nc2ccc3c(c2)OCO3)C(C(=O)O)C1 (stereo not given),14.6,-11.1,5.1,-1.9,0.2,-3.2,-0.5,1.1,-1.8
CCc1ccc(C(=O)NNC(=O)CN2C(=O)NC(CC)(c3ccccc3)C2=O)cc1 (stereo not given),6.1,31.3,0.7,-46.2,0.0,-2.3,0.4,-2.2,-4.5
CC1(C)Cc2cccc(OCC(=O)Nc3ccc(S(N)(=O)=O)cc3)c2O1,-13.0,-0.7,0.2,-0.1,-0.1,-0.6,0.6,-4.1,-0.8
COC(=O)c1ccc(C(=O)OC)c(NC(=S)N2CCN(c3ccc(F)cc3)CC2)c1,24.1,-9.4,0.9,0.5,0.3,1.1,4.4,-3.6,-1.2
O=C(NNS(=O)(=O)c1ccccc1)c1cnn(-c2ccc(Cl)cc2)c1C(F)(F)F,-9.7,-5.0,-3.5,-1.3,0.0,3.7,-1.0,0.0,-1.9
Fc1ccc(Nc2c3c(nc4ccccc24)CCC3)cc1,15.8,1.5,5.0,4.1,0.2,5.6,-1.8,2.8,2.0
O=C1c2ccc(Oc3ccc([N+](=O)[O-])cc3)cc2C(=O)N1CCO,7.1,-8.4,20.1,-0.6,0.2,-0.3,0.6,-1.3,-2.9

# Assay outcomes as filed in PubChem.

# A portion of the library (hit frequency here may not be typical).
